Screening results as filed in PubChem BioAssay.
GSTO1 counter = blocks human GSTO1 in RBBP9 counter-screen. P78417. hit rate 1.1% among 300,000. recombinant GSTO1, activity-based probe fluorescence polarization. inhibition, % at 5.96 µM;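 active = inhibition above the campaign mean inhibition plus 3 SD, cut at about 35% in these data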;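 note: 0% = GSTO1-1 with DMSO and 100% = wells lacking GSTO1-1 enzyme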
PAD4 FP inh = inhibitors of human PAD4 | inhibition, % at 6.36 µM | recombinant PAD4, RCA probe fluorescence polarization | hit rate 0.41% among 330,000 | AID 485272 | Q9UM07;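 active = percent inhibition above a cutoff equal to the mean of all tested compounds plus 3 SD, cut at about 15% in these data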;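 note: 0% = PAD4 with RCA probe and DMSO and 100% = probe without PAD4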
Target sequence (Q9UM07 whole entry, looked up): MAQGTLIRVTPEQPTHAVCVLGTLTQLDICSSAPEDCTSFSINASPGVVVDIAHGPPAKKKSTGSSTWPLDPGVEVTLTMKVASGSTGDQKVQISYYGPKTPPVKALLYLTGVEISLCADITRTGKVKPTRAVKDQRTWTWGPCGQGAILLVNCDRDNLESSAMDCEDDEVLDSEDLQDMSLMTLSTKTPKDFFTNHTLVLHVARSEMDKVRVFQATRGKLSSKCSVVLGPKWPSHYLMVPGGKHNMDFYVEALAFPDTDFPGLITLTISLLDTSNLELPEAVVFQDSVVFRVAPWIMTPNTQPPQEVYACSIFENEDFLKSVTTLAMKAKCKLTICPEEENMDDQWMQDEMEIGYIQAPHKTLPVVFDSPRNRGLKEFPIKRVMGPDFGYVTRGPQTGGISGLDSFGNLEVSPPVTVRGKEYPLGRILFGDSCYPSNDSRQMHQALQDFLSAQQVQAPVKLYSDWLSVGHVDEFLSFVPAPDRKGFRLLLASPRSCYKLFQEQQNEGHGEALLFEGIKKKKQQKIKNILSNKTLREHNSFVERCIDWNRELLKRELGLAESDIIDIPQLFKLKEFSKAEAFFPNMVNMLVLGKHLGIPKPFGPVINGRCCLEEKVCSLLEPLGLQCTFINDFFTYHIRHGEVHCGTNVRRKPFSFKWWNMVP
PME-1 primary = PME-1 (human) inhibition; Q9Y570; recombinant PME-1, FP-Rh probe fluorescence polarization; inhibition, % at 5.9 µM; hit rate 0.53% among 320,000; AID 2130;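 active = inhibition above the campaign mean of all compounds plus 3 SD, cut at about 26% in these data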;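 note: competitive labeling of PME-1 active site by serine hydrolase directed probe; 0% = PME-1 with DMSO and 100% = wells lacking PME-1 enzyme; inhibitors block probe labeling so polarization falls and inhibition rises; many of its hits are not listed in these tables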
PAFAH1B3 inh = blocks human PAF acetylhydrolase 1B catalytic subunit 3. inhibition, % at 3.39 µM. recombinant PAFAH1B3, FP-rhodamine probe, fluorescence polarization. hit rate 0.28% among 340,000;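 active = inhibition above the screen-wide average of all tested compounds plus 3 SD, cut at about 25% in these data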;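 note: 0% = enzyme with DMSO only and 100% = wells lacking PAFAH1B3 protein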
pPAFAH inh = pPAFAH (human) enzyme inhibition; Q13093; recombinant pPAFAH, FP-rhodamine probe fluorescence polarization; inhibition, % at 3.39 µM; hit rate 1.5% among 330,000;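 active = inhibition above the mean inhibition across the screen plus 3 SD, cut at about 25% in these data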;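 note: inhibitors block binding of the rhodamine activity-based probe so polarization drops; 0% = enzyme with DMSO and 100% = wells lacking pPAFAH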
PAFAH2 FP inh = PAFAH2 (human) inhibition; recombinant PAFAH2, FP-rhodamine activity probe, fluorescence polarization; inhibition, % at 3.39 µM; hit rate 0.99% among 340,000; AID 492956;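 active = inhibition above the mean over all tested compounds plus 3 SD, cut at about 30% in these data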;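 note: inhibitors block probe labeling of enzyme so polarization drops; 0% = enzyme with DMSO and 100% = wells lacking PAFAH2 protein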
Fam108B counter = Fam108B inhibition, counter-screen for RBBP9 inhibitors. recombinant Fam108B, FP-Rh probe fluorescence polarization. inhibition, % at 9.51 µM. hit rate 0.33% among 300,000. AID 1947;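 active = inhibition above the screen mean inhibition plus 3 SD, computed separately per campaign, cut at about 18% in these data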;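 note: inhibitors lower polarization as less probe binds the enzyme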
PAFAH1B2 FP inh = inhibitors of human PAFAH1B2; hit rate 1.2% among 340,000; P68402; recombinant PAFAH1B2, FP-rhodamine activity probe, fluorescence polarization; inhibition, % at 3.39 µM;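 active = inhibition above the mean of all tested compounds plus 3 SD, cut at about 24% in these data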;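 note: 0% = enzyme with DMSO and 100% = wells lacking PAFAH1B2; many of its hits are not listed in these tables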
LYPLA1 counter = counter-screen for PME1 inhibitors: inhibitors of human LYPLA1; recombinant LYPLA1, FP-Rh probe fluorescence polarization; O75608; hit rate 0.16% among 320,000; AID 2174; inhibition, % at 5.9 µM;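 active = inhibition above the mean of all tested compounds plus 3 SD, set per campaign, cut at about 14% in these data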;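 note: inhibitors block serine hydrolase probe labeling of LYPLA1 so polarization falls; 0% = enzyme with DMSO and 100% = wells lacking LYPLA1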
Target sequence (O75608 whole entry, looked up): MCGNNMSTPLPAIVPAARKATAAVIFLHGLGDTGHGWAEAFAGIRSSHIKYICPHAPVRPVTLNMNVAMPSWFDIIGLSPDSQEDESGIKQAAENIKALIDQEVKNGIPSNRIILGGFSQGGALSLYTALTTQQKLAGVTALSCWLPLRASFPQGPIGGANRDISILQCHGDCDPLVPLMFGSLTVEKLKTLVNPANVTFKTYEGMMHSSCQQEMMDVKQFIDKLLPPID
The depositor's hits bear a star; . = not tested or not shown. These rows are one share of the data; count on the stated rates, not on these rows.

SMILES	GSTO1 counter	PAD4 FP inh	PME-1 primary	PAFAH1B3 inh	pPAFAH inh	PAFAH2 FP inh	Fam108B counter	PAFAH1B2 FP inh	LYPLA1 counter
COc1ccc(CCN(C(=O)C(F)(F)F)C(C(=O)NC2CCCCC2)c2ccc(C)s2)cc1OC (stereo not drawn)	-4	3	-5	4	-15	0	-3	-2	-3
Cc1cc(=O)[nH]c(N/N=C/c2ccco2)n1	6	1	-4	-2	10	-5	1	7	1
COC(=O)c1c(N)c(C#N)c2n1CCCCC2	-2	1	1	7	3	-4	-8	2	1
COc1ccc(OC)c(Nc2nc(N)c([N+](=O)[O-])c(NCc3ccccc3)n2)c1	-1	-7	7	.	-5	.	3	.	1
CC(C)(O)c1[nH]c2ccc(C#N)cc2c1C(C)(C)O	0	-3	3	.	5	.	1	.	2
COCCCNC(=O)/C(C#N)=C/c1c(N2CCN(C)CC2)nc2ccccn2c1=O	1	3	-5	0	-1	2	5	6	-1
COc1ccc2cc3cc(C(=O)N4CCN(C5CCCCC5)CC4)oc3nc2c1	2	0	0	0	4	-9	-2	5	1
COc1ccc(Cc2nnc(SCC(=O)N3CCCC(C)C3)o2)cc1 (stereo not drawn)	19	-4	-1	11	4	10	-1	7	-1
COCCN(C(=O)CSc1nnc(-c2cccc(F)c2)n1N)c1c(N)n(Cc2ccccc2)c(=O)[nH]c1=O	3	-2	-3	3	-7	12	-2	1	1
Cc1nc2c(C(=O)NCCC(C)C)c[nH]n2c(=O)c1Cl	-15	2	4	2	12	9	10	4	-5
O=C(Oc1ccc(N2C(=O)CCC2=O)cc1)c1ccco1	-4	-4	-6	2	4	-2	1	7	-3
Cc1cccc(N/C(N)=N/c2nc(C(F)(F)F)cc(C(F)(F)F)n2)c1	3	2	-1	0	2	8	1	3	-3
Nc1nc2nc(SCC(=O)N3CCCc4ccccc43)[nH]c2c(=O)[nH]1	6	1	8	.	-3	.	3	.	-3
COc1ccccc1C(=O)N/N=C(\C)CC(=O)Nc1ccccn1	-1	-1	-5	-1	-1	1	-2	-1	3
Cc1cccc(OC(C)C(=O)N2CCN(Cc3ccc4c(c3)OCO4)CC2)c1 (stereo not drawn)	3	6	2	3	4	0	2	-4	-3
COc1ccc(NC(=O)c2ccco2)c(NC(=O)c2ccc([N+](=O)[O-])cc2)c1	-1	-3	4	10	1	-8	1	-3	-3
Cc1ccc(-c2noc(CCC(=O)NCc3ccc4c(c3)OCO4)n2)cc1	-6	-6	-6	15	-4	3	-3	5	1
O=[N+]([O-])c1ccc(Sc2n[nH]c(-c3ccncc3)n2)nc1	17	-4	3	-2	0	1	-3	2	0
Cc1ccc(NC(=O)/C(C#N)=C/c2ccccc2C(F)(F)F)cc1	-1	-1	0	-8	1	8	2	-1	2
CCC(C)NC(=O)c1cccc(OCc2c(C)noc2C)c1 (stereo not drawn)	0	-2	5	-7	-1	-10	3	4	-3
COc1ccc2[nH]c3c(c2c1)CCN1C(=O)N([C@@H](C)C(=O)NCc2ccccc2OC)C(=O)[C@]31C	3	2	-1	-3	-1	4	3	5	0
COc1ccc(-c2nc(NC(=O)CCNC(=O)c3ccco3)sc2C)cc1	2	2	-6	-1	3	1	1	-2	1
CC1CC2(NC(=O)NC2=O)C(C)CN1C (stereo not drawn)	10	-4	-6	2	-1	6	-4	0	1
O=C(Nc1ncn[nH]1)c1ccccc1O	1	3	-3	4	0	-3	-3	0	0
CCC(C)NC(=O)CCSCCC(=O)NC(C)CC (stereo not drawn)	2	-1	5	-3	3	-4	-1	0	-5
CCCCn1c(N)c(N(CCC(C)C)C(=O)C2CCCC2)c(=O)[nH]c1=O	.	-2	-5	14	-2	0	.	2	4
CCCCCCc1nc(C(N)=O)c2[nH]c(=O)n(-c3ccc(OCC)cc3)c2n1	0	-1	4	0	1	2	2	1	-2
COc1cc(OC)cc(-c2sc3ccc(OC)cc3c2C#CCO)c1	.	-1	.	-5	-2	-14	.	-5	.
O=C(COC(=O)COc1ccccc1)NC1CCCC1	.	-2	-3	3	8	-6	.	1	-1
COc1cc(OC)cc(C(=O)N[C@H](C(=O)OCc2cc(=O)oc3cc(C)ccc23)C(C)C)c1	2	3	2	2	0	1	-1	1	-2
Cc1ccc2c(C)c(C(=O)N(Cc3ccccc3)C3CCS(=O)(=O)C3)oc2c1 (stereo not drawn)	-3	-1	3	11	8	8	1	7	-6
O=C(CN(CCc1ccccc1)C(=O)CNS(=O)(=O)c1ccc(F)cc1)NCc1ccco1	0	1	4	9	14	29	4	4	2
COc1ccccc1OCCNC(=O)Cc1ccc(S(=O)(=O)N2CCOCC2)s1	4	1	-2	-2	-2	-1	-3	9	-1
COC(=O)C1CC(=O)N(Cc2ccccc2)C1 (stereo not drawn)	4	6	1	6	3	-1	3	-1	1
Nc1nc(-c2ccc(F)cc2)cs1	7	4	4	-2	-2	-11	8	55*	-1
C#Cc1ccc([C@H]2C=C(C(=O)OCC=C)O[C@@H](OCC)[C@@H]2CCCO)cc1	0	0	3	2	9	3	-1	4	-3
C=CC[C@H](CC(=O)NCCO)C(=O)N[C@H](COC(=O)[C@H](CC=C)CC(=O)OC(C)(C)C)Cc1c[nH]c2ccccc12	.	1	.	5	-1	9	.	5	.
NC(=O)CC(NC(=O)Cc1cccc2ccccc12)c1ccc(NCCc2ccccc2F)c([N+](=O)[O-])c1 (stereo not drawn)	-4	0	-3	-8	4	-10	-13	7	-2
Cc1ccc(OC(C)C(=O)Nc2ccc(S(=O)(=O)N3CCOCC3)cc2)cc1 (stereo not drawn)	-2	-2	3	8	-1	5	1	2	-1
C=CCN1CCCC1CNC(=O)c1cc2[nH]nnc2cc1OC (stereo not drawn)	5	-3	-3	0	4	-5	2	2	-1
Cc1ccc(N2CC(C(=O)Nc3ncc([N+](=O)[O-])s3)CC2=O)cc1 (stereo not drawn)	14	-10	2	9	2	-1	4	-1	-5
CC(=O)N1c2ccc(S(=O)(=O)NCCC(=O)Nc3ccc(F)cc3)cc2CC1C (stereo not drawn)	0	-5	-3	6	0	-4	1	6	-3
CN(C)S(=O)(=O)c1ccc(SCC(=O)N2CC(=O)Nc3ccccc32)nc1	.	-2	8	-1	3	-3	.	-2	4
O=C(NCCN1CCCCC1)c1ccc(Oc2cc(Cl)cc(Cl)c2)o1	-4	-1	-1	.	6	.	1	.	-3
CSc1ncccc1C(=O)OCC(=O)N(C)C	2	-1	8	8	-2	-2	1	3	5
O=C(Nc1ccccc1)c1cccc(N2CCCC2=O)c1	8	-4	-6	3	4	0	2	-4	-3
CN(C)C(=O)CSc1nnc(-c2ccncc2)n1Cc1ccco1	8	-2	-8	2	0	3	0	2	-1
CCCCn1c(=O)c(C(=O)N/N=C/c2ccc(F)cc2)c(O)c2ccccc21	3	-3	7	.	3	.	4	.	-2
COCCn1ccc2c(OCC(=O)NCc3ccccc3)cccc2c1=O	0	1	8	4	0	1	2	4	3
COc1cc(/C=C(\NC(=O)c2ccccc2)C(=O)Nc2cccc(O)c2)c([N+](=O)[O-])cc1OC	18	-2	-8	12	2	6	2	6	-1
CCCCn1c(SCC(=O)Nc2ccc3c(c2)OCO3)nc2c1c(=O)n(C)c(=O)n2C	5	-3	1	3	3	6	1	1	-2
COc1ccc(C)cc1NC(C)C(=O)NC(=O)NC1CCCCC1 (stereo not drawn)	.	-5	-6	6	-2	6	.	-2	1
CSc1ncccc1C(=O)N1CCCC(CCC(=O)NCc2ccc(F)c(F)c2)C1 (stereo not drawn)	0	0	6	1	5	7	0	4	3
CC(C)C(NC(=O)C12CC3CC(CC(C3)C1)C2)C(=O)NC1=NCCS1 (stereo not drawn)	5	7	-5	.	1	.	-1	.	2
COc1cc(CN2CCN(S(=O)(=O)c3ccc(NC(C)=O)cc3)CC2)cc(OC)c1O	5	-1	1	0	6	0	-4	5	4
CN(C)/C=C(\C#N)S(=O)(=O)C(C)(C)C	-2	-2	0	4	4	5	2	-4	0
COc1ccc(N2CCN(S(=O)(=O)c3ccc4c(c3)CC(C)N4C(=O)C3CC3)CC2)cc1 (stereo not drawn)	5	1	-1	3	2	2	5	4	-2
O=C(CN1C(=O)c2ccccc2C1=O)Nc1nnc(C2CCCO2)s1 (stereo not drawn)	8	1	5	-1	6	3	-1	4	1
N#CCC(=O)Nc1ccc(C(=O)OCC(=O)N=c2sccn2Cc2ccccc2Cl)cc1	-66	-14	-16	-5	8	-15	-7	13	-22
CCN(CC)c1ccc(/C=N/OCC(=O)N2CCCc3ccccc32)cc1	6	9	8	0	8	4	4	4	0
(continued)
SMILES	GSTO1 counter	PAD4 FP inh	PME-1 primary	PAFAH1B3 inh	pPAFAH inh	PAFAH2 FP inh	Fam108B counter	PAFAH1B2 FP inh	LYPLA1 counter
COc1cc(CNc2ncn[nH]2)ccc1OCc1cccc(C)c1	6	-14	-8	8	-2	7	-1	2	-4
COc1ccc(C(=O)Oc2cc(N)n(S(=O)(=O)c3ccc(C)cc3)n2)cc1	0	0	8	0	7	19	2	16	4
CSc1nnc(-c2cccc(NC(=O)c3ccccc3)c2)n1C	3	1	9	.	-2	.	-2	.	3
COc1ccc(-n2c(O)c(C=Nc3ccccc3)c3ccccc3c2=O)cc1	-6	-3	2	-1	0	-5	0	-4	-2
COc1ccc(-c2nn(CCC(=O)O)cc2/C=C2\SC(N)=NC2=O)cc1OC	-7	-5	-4	1	0	-8	-6	4	-7
O=C(N1CCOCC1)N1CCN(c2ccccc2F)CC1	12	7	-1	11	4	6	2	-3	1
CN(C1CCCCC1)S(=O)(=O)c1cccc(C(=O)Nc2ccccn2)c1	-9	2	0	-1	0	5	0	3	-1
Cc1nn(C)c(C)c1S(=O)(=O)N1CCC(C(=O)Nc2ccc3c(c2)OCCO3)CC1	-4	-4	0	11	-5	4	0	0	1
O=C(NCCc1ccccc1)C1(c2ccccc2)CC1(Cl)Cl (stereo not drawn)	-3	0	5	-10	-2	-6	1	19	-2
CCCCC(=O)Nc1ccc(C(=O)OC2CCCCC2)cc1	-2	-6	-1	7	1	-6	2	0	-1
COc1ccc(NC(=O)Nc2ccc3c(c2)C(=O)N([C@H](C)CO)C[C@H](C)[C@@H](CN(C)C(=O)Nc2ccc4c(c2)OCO4)O3)cc1	.	-1	.	25	0	12	.	6	.
Cc1ccc(NC(=O)c2cnccn2)c(C)c1	3	-1	-5	5	3	8	-2	-5	-1
CN1CCCNc2nc3ccccc3nc21	5	-6	4	0	8	1	1	3	4
Cc1nc(N2CCN(c3ccccc3)CC2)[nH]c(=O)c1C	-4	2	-4	6	2	-4	-2	-1	4
O=C(COC(=O)c1cc(=O)[nH]c2ccccc12)NC1CCCC1	4	-1	3	.	1	.	2	.	0
CC(Sc1nnc(N)s1)C(=O)NCc1ccc2c(c1)OCO2 (stereo not drawn)	.	-4	-6	-1	-5	0	.	0	-2
Cc1c(-c2ccccc2)nc2ccccc2c1C(=O)OCC(=O)Nc1ncc(C(F)(F)F)cc1Cl	-1	-5	-10	0	-2	-10	-11	-6	-6
CCCC[C@H]1COCCS(=O)(=O)N1Cc1cccc([N+](=O)[O-])c1	7	1	4	4	1	3	-3	5	-5
O=C(NCc1ccccn1)c1cccs1	2	-3	-2	6	0	-4	-2	-1	-2
CCOC(=O)C(/C=N/c1cc(C)nn1-c1ccccc1)=C(\C)O	0	1	-2	13	0	10	-2	-2	-1
CC(=O)c1cc2cc(O)ccc2o1	-1	0	-2	0	1	-3	-3	5	3
